# Vif-A3G inh = inhibitors of Vif-APOBEC3G interaction | Q9HC16 | HeLa A3G-eYFP + Vif (tagged APOBEC3G with the HIV-1 protein that degrades it), YFP fluorescence, overnight | Potency, µM (doses to about 46.1 µM), for inactives: at the top dose activity, negative = active, most hits filed as inhibitors | 410,000 compounds, 0.076% hits | AID 602310;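 also: potency is read from the fitted curve at half-maximal effect; % is scaled to controls: 0 for no effect and ±100 for the full control effect; nearly all actives have a fitted effect of over 60% in size; hits raise eYFP signal because A3G escapes Vif-driven loss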
#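 Read-out is eYFP fluorescence (Ex 488/Em 500-530) from Vif-expressing HeLa A3G-eYFP cells; more signal means A3G escaped Vif-mediated degradation. Cells plated overnight, compound pinned in, incubated overnight at 37 deg C.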
# D1 potentiator = potentiators of human D1 dopamine receptor; P21728; potentiation, % at 10 µM; HEK293 TREx D1 cells, calcium flux, dopamine EC20 potentiation; 360,000 compounds, 0.036% hits; in the data active = potentiation above about 30%; also: 0% is about no effect
# Target sequence (P21728 whole entry, looked up): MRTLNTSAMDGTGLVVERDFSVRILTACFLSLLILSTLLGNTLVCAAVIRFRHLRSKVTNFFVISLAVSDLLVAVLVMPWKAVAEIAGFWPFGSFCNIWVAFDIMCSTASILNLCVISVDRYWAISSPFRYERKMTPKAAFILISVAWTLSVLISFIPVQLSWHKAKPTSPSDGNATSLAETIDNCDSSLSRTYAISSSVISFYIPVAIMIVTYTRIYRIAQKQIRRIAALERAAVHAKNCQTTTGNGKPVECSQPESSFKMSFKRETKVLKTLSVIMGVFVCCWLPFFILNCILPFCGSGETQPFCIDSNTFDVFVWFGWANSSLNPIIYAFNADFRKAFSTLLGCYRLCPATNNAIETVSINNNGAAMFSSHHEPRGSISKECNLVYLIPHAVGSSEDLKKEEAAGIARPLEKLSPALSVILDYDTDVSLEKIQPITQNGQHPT
# D2 potentiator = positive allosteric modulators of human D2 dopamine receptor | P14416 | HEK293 T-REx D2, calcium flux, EC20 dopamine potentiation | potentiation, % at 10 µM | 340,000 compounds, 0.34% hits;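 active = potentiation over 3 SD above the plate norm, cut at about 30% in these data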; also: 0% is about no effect
# Target sequence (P14416 whole entry, looked up): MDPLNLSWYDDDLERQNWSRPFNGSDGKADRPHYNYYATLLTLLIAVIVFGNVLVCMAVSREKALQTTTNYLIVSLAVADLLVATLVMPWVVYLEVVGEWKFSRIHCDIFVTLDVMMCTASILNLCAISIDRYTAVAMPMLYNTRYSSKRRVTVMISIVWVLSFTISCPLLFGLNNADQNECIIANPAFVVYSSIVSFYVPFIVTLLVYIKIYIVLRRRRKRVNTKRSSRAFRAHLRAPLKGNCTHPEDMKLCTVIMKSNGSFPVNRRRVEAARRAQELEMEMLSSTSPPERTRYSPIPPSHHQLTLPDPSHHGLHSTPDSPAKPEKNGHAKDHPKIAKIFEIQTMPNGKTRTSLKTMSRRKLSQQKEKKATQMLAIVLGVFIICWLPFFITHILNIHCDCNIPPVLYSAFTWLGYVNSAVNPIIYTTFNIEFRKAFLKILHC
#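 Calcium flux readout, no-wash dye, 1 read/s. Inducible HEK293 Trex D2 line, overnight 30 C. Compound alone 180 s (agonist flags), then EC20 dopamine, another 180 s to score potentiation.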
# Vif-APOBEC3F blk = blocks the Vif interaction with APOBEC3F | HeLa A3F-eYFP + Vif (tagged APOBEC3F with the HIV-1 protein that degrades it), YFP fluorescence increase | Potency, µM (titrated, usually from 46.1 µM), for the others: top-dose activity, negative = active | 390,000 compounds, 0.2% hits | AID 602313; also: potency is read from the fitted curve at half-maximal effect; % of control where 0% means no effect; nearly all actives have a fitted effect of over 65% in size
#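 Fluorescence increase (Ex 488/Em 500-530) after overnight compound treatment at 37 deg C flags inhibition of Vif-driven A3F-eYFP loss in stable HeLa A3F-eYFP/Vif cells seeded overnight beforehand.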
# RXFP1 agonist = activates the human relaxin receptor RXFP1; 370,000 compounds, 0.3% hits; AID 2676; Potency, µM (series often up to 57.5 µM), for the others: top-dose activation, actives largely listed as activators; HEK293T-RXFP1 cAMP TR-FRET, 30 min; response scale: percent of porcine relaxin response, buffer zero; also: potency is read from the fitted curve at half-maximal effect; % is scaled to controls: 0 for no effect and ±100 for the full control effect; nearly all actives have a fitted effect of over 60% in size; many of its hits are not listed in these tables
#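 cAMP rise read by TR-FRET after 30 min, 37C compound exposure (up to 58 uM) in RXFP1-transfected HEK293 cells with Ro 20174 present. EC50 from Hill-equation fits, with 29 nM porcine relaxin as 100% and buffer as basal.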
# D1 agonist = human D1 receptor agonism | P21728 | HEK293 T-REx D1 cells, calcium flux, agonist mode | activation, % at 2 µM | 360,000 compounds, 1% hits | AID 504660; in the data active = activation above about 30%; also: 0% is about no effect
#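 Agonism was scored from calcium flux recorded over 180 s (1 read/s) after pintool compound addition, following a 10-cycle baseline. Cells were inducible force-coupled HEK293 TREx D1, plated overnight at 30 C and loaded with no-wash calcium dye.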
# GRP78 ERSR act = ER stress response induction in glioma. U87-MG GRP78 promoter luciferase reporter, 16 h. 420,000 compounds, 0.02% hits. Potency, µM, inactives show top-dose activation, usual class: activators. AID 602332; also: potency is read from the fitted curve at half-maximal effect; series mostly up to about 76 µM; % of control where 0% means no effect; nearly all actives have a fitted effect of over 35% in size
#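 Stably transfected U87-MG glioma cells carrying a GRP78-based luciferase sensor; 16 h compound incubation. Luminescence end-point read 10 min after Bright-Glo addition at room temperature.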
# RXFP1 antagonist = blocks the human relaxin receptor RXFP1; HEK293-RXFP1, relaxin-stimulated cAMP HTRF, 30 min; active compounds read low; AID 1259400; activity change, negative = inhibition, % at 57.5 µM; 350,000 compounds, 0.59% hits;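 active = activity change of -60% or lower, but not beyond a set lower limit; inconclusive = change between -60% and -40%, or beyond the set limit; inactive = change above -40%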; also: % is scaled to controls: 0 for no effect and ±100 for the full control effect
# D1 antagonist = human D1 dopamine receptor antagonism. activity change, negative = inhibition, % at 10 µM. HEK293 TREx D1 cells, calcium flux, dopamine EC80; active compounds read low. P21728. 360,000 compounds, 3.2% hits; in the data active = activity change below about -30%; also: % is scaled to controls: 0 for no effect and ±100 for the full control effect
#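 Compound effects on dopamine-evoked calcium signalling were measured in tetracycline-induced HEK293 Trex D1 cells. Dopamine at EC80 followed a 180 s compound pre-read, and fluorescence was tracked kinetically for 180 s more.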
# Starred values were filed as active, the others as inactive; ? = inconclusive; nt = not tested or not shown; & = joins results of further samples. Unless noted, calls follow the shape of the dose curve; as a rule, active = well fitted curve in the direction sought with a large enough effect; inconclusive = small, poorly fitted or top-dose-only effect, or another doubt; inactive = no such curve, though single readings can be large; an effect the other way counts as inactive or inconclusive. Only part of the results is shown; the hit share may differ from the screen's.
SMILES,Vif-A3G inh,D1 potentiator,D2 potentiator,Vif-APOBEC3F blk,RXFP1 agonist,D1 agonist,GRP78 ERSR act,RXFP1 antagonist,D1 antagonist
N/C(=N\OC(=O)c1cccc(Cl)c1)c1ccncc1,0%,4,4,0%,0.6%,0,5%,-6,11
Cc1ccc(Cn2c(CNS(=O)(=O)c3cccc([N+](=O)[O-])c3)nc3cccnc32)cc1,-3%,-4,11,7%,0.4%,2,-1%,7,7
O=C(CSc1nnnn1C1CC1)N1CCN(c2cccc(Cl)c2)CC1,3%,nt,nt,2%,nt,nt,-4%,2,nt
COc1ccc(NC(=O)c2ccc(-c3csc(C)n3)cc2)cc1,0%,-9,-4,0%,1.4%,4,3%,-21,4
CCOc1ccc(N=NC2C(=O)N(C(N)=S)N=C2C)cc1 (centres undefined),-5%,-2,-7,?,-2.9%,1,5%,8,-19
CCOC(=O)N1CCC(NC(=O)CCc2c(C)nc3c(c(C)nn3C(C)(C)C)c2C)CC1,1%,1,0,-16%,0.2%,1,-1%,-20,19
CC(SC1=NCCN1S(C)(=O)=O)c1ccccc1 (centres undefined),1%,4,12,8%,3.5%,2,-2%,4,6
CCCCC(=O)Nc1ccc(C(=O)Nc2ccc(S(=O)(=O)N3CCCC3)cc2)cc1,0%,-2,nt,1%,29%,20,-4%,-28,-1
COc1ccc(-c2cn[nH]c2-c2ccc(OCc3ccccc3)cc2O)cc1,0%,-6,7,14%,6.3%,4,-15%,-39,-15
CC1=C(C(=O)Nc2ccc(C)cc2C)C(c2ccc(C(=O)O)cc2)n2nc(SCc3ccccc3)nc2N1 (centres undefined),-1%,0,17,-1%,6.2%,-3,-5%,-1,-59*
Cc1csc(NC(=O)Cc2ccc(Cl)cc2)n1,0%,nt,nt,5%,nt,nt,7%,-4,nt
Cc1cccc(/C=N/n2c(-c3cc(-c4ccccc4)n[nH]3)n[nH]c2=S)c1,-5%,-2,-10,-9%,2.2%,1,1%,-9,8

# Reformatted with bars between the fields: 9 of the compounds above.
SMILES | Vif-A3G inh | D1 potentiator | D2 potentiator | Vif-APOBEC3F blk | RXFP1 agonist | D1 agonist | GRP78 ERSR act | RXFP1 antagonist | D1 antagonist
N/C(=N\OC(=O)c1cccc(Cl)c1)c1ccncc1 | 0% | 4 | 4 | 0% | 0.6% | 0 | 5% | -6 | 11
Cc1ccc(Cn2c(CNS(=O)(=O)c3cccc([N+](=O)[O-])c3)nc3cccnc32)cc1 | -3% | -4 | 11 | 7% | 0.4% | 2 | -1% | 7 | 7
O=C(CSc1nnnn1C1CC1)N1CCN(c2cccc(Cl)c2)CC1 | 3% | nt | nt | 2% | nt | nt | -4% | 2 | nt
COc1ccc(NC(=O)c2ccc(-c3csc(C)n3)cc2)cc1 | 0% | -9 | -4 | 0% | 1.4% | 4 | 3% | -21 | 4
CCOc1ccc(N=NC2C(=O)N(C(N)=S)N=C2C)cc1 (centres undefined) | -5% | -2 | -7 | ? | -2.9% | 1 | 5% | 8 | -19
CCOC(=O)N1CCC(NC(=O)CCc2c(C)nc3c(c(C)nn3C(C)(C)C)c2C)CC1 | 1% | 1 | 0 | -16% | 0.2% | 1 | -1% | -20 | 19
CC(SC1=NCCN1S(C)(=O)=O)c1ccccc1 (centres undefined) | 1% | 4 | 12 | 8% | 3.5% | 2 | -2% | 4 | 6
CCCCC(=O)Nc1ccc(C(=O)Nc2ccc(S(=O)(=O)N3CCCC3)cc2)cc1 | 0% | -2 | nt | 1% | 29% | 20 | -4% | -28 | -1
COc1ccc(-c2cn[nH]c2-c2ccc(OCc3ccccc3)cc2O)cc1 | 0% | -6 | 7 | 14% | 6.3% | 4 | -15% | -39 | -15

# Additional structures follow.
SMILES,Vif-A3G inh,D1 potentiator,D2 potentiator,Vif-APOBEC3F blk,RXFP1 agonist,D1 agonist,GRP78 ERSR act,RXFP1 antagonist,D1 antagonist
COc1ccc(C2C(C(=O)c3cccs3)=C(O)C(=O)N2c2cccc(C)n2)cc1OC (centres undefined),-1%,15,12,3%,10%,5,2%,3,10
CN1C(=O)CC(=O)N(C)c2cc(S(=O)(=O)N(C)Cc3ccccc3)ccc21,8%&2%,1&1,-8&0,-1%&2%,0.1%&0.4%,0&-1,-7%&-3%,-3&-25,-11&-2
O=C1CSc2ccccc2N1Cc1ccccc1F,-5%,2,10,0%,-1.5%,2,0%,1,-13
C=CCNC(=S)Nc1ccc2nsnc2c1,-4%,-4,-1,-6%,3.8%,7,0%,1,-90*
CCCCOc1ccccc1NC(=O)CC1Sc2ccccc2NC1=O (centres undefined),-8%,-2,-13,0%,2.0%,17,-2%,nt,-2
O=S(=O)(CC(CN1CCCCC1)N1CCCCC1)c1ccc2ccccc2c1 (centres undefined),?,7,-11,5%,0.3%,-1,-10%,-12,-4
CC(OC(=O)C1CCC1)C(=O)Nc1cc(Cl)cc(Cl)c1 (centres undefined),0%,-4,3,7%,0.4%,11,0%,-12,-19
N#Cc1cnn2c(C(F)(F)F)cc(-c3ccccc3)nc12,-2%,3,-2,1%,1.6%,2,-7%,13,4
COc1ccc(-n2ncc3c2ncn2nc(-c4ccc(Cl)cc4Cl)nc32)cc1,nt,5,-1,nt,-0.6%,1,nt,-5,4
COc1ccc(-c2nnc(Nc3ccc(S(=O)(=O)Nc4nccs4)cc3)c3ccccc23)cc1,0%,1,nt,1%,6.6%,1,-3%,-8,6
COc1ccc(N(CCC(=O)O)S(=O)(=O)c2ccc(C)c(C)c2)cc1,3%,8,-6,5%,0.3%,0,0%,-13,-14
COC(=O)c1ccccc1NC(=O)CCCN1C(=O)C(c2ccccc2)Oc2cccnc21 (centres undefined),0%&3%,1&-5,-1&3,4%&-2%,1.0%&0.5%,1&9,-4%&0%,0,5&4
CC[C@@]12C(=O)N(c3cccc(Br)c3)C(=O)N1[C@H](c1ccc(OC)cc1)[C@@H]1C(=O)N(C(C)(C)C)C(=O)[C@@H]12,-5%,-6,7,-11%,0.0%,1,-2%,nt,-23
NCCOc1ccccc1Cc1ccccc1,-4%,-24,18,-7%,0.5%,62*,-3%,12,-55*
COc1cc2nc(CN(C)Cc3ccc(F)cc3)[nH]c(=O)c2cc1OC,0%,2,-10,-1%,-0.6%,3,0%,9,9
Oc1ccc(/C=N/n2c(COc3ccccc3)n[nH]c2=S)c(O)c1,-4%,-2,12,1%,-1.3%,0,10%,-2,-4
CCCc1cc(NCCCO)n2c(nc3ccccc32)c1C#N,-2%,2,-5,12%,9.4%,0,-5%,-8,0
Cc1[nH]nc(S(=O)CC(=O)O)c1[N+](=O)[O-] (centres undefined),1%,2,-3,4%,2.7%,0,-8%,0,1
CCN1C(=C(C#N)C#N)C=Cc2ccccc21,4%,-4,3,5%,0.5%,0,-4%,-3,4
Cc1cc(NS(=O)(=O)c2ccc(NS(=O)(=O)c3cc(C)c(Cl)cc3Cl)cc2)no1,0%,1,-3,9%,0.4%,2,-3%,-1,-3
COc1cccc(CC(=O)Nc2nc(-c3cccnc3)cs2)c1,-5%,-8,8,-15%,3.3%,2,-2%,17,-4
Cc1ccc(N(C(=O)CNC(=O)c2ccco2)C(C(=O)NC2CCCCC2)c2ccncc2)cc1F (centres undefined),0%,-8,nt,3%,1.5%,3,-3%,-14,10
CCOc1c(OC)ccc2c3c(c(=O)oc12)CCCC3,-2%,0,8,-4%,1.6%,3,2%,6,-5
COc1cc(CNC(=O)CCn2nc(C)c3c(C)n(-c4ccccc4)nc3c2=O)cc(OC)c1OC,1%,5,-7,2%,0.1%,1,4%,-8,9
Clc1ccc(Oc2cnns2)c(Cl)c1,0%,-2,1,-1%,1.6%,3,-1%,1,4
CCOC(=O)c1ccc(NC(=O)CCS(=O)(=O)c2ccc(C)cc2)cc1,4%,0,4,-3%,-0.4%,2,-2%,-24,3
O=C(Nc1ccc2c(c1)OCO2)c1noc2c1CCCC2,-2%,-4,nt,11%,2.9%,2,-5%,-5,-2
O=C(CSc1nc(C2CC2)nc2ccccc12)Nc1ccc2c(c1)OCCO2,?,-9,1,2%,4.8%,1,-2%,-10,9
CS(=O)(=O)N(CC(=O)Nc1ccccc1C(=O)N1CCOCC1)c1ccc(F)c(Cl)c1,1%,-7,2,4%,4.4%,3,-3%,-17,-1
O=C(Nc1ccccc1C(F)(F)F)c1ncoc1-c1ccco1,8%,2,1,1%,1.2%,7,-3%,3,9
CC(C)(C)Nc1nc(Cl)nc(NCCN2CCOCC2)n1,0%,4,nt,-18%,-0.6%,2,2%,2,-4
CC(C)(C)C(=O)Cn1c(=O)n(CCCCCC(=O)NCc2ccccc2Cl)c(=O)c2sccc21,-4%,2,5,3%,-1.4%,-2,-4%,-1,-12
Cc1cc(C)nc(CCNC(=O)c2cc(COc3ccc(F)cc3F)on2)n1,0%,2,11,14%,-0.8%,1,2%,-15,-34*
COc1ccc(NC2=CC(c3ccc(OC)c(OC)c3)N(c3ccc(OC)cc3)C2=O)cc1 (centres undefined),-11%,-5,12,-3%,-2.6%,0,-4%,2,12
Cc1noc(C)c1CSc1nnc(C)c(=O)[nH]1,3%,-6,-8,nt,-2.6%,1,-5%,-10,-19
CC(C)CCN1C(=O)c2ccccc2C1C(=O)NCc1cccnc1 (centres undefined),0%,-2,-8,6%,-0.5%,1,-1%,-6,3
Cc1cc(/C=C2\SC(=Nc3ccccc3)NC2=O)c(C)n1-c1ccc(S(N)(=O)=O)cc1,?,0,-1,-4%,-2.2%,8,-10%,0,-6
COc1ccccc1C(=O)CC(=O)C(=O)Nc1cccc([N+](=O)[O-])c1C,0%,-1,-10,1%,0.0%,3,-3%,1,-6
CCOc1ccc(NC(=O)COc2ccc3c(c2)OCO3)cc1,0%,-3,nt,0%,0.7%,1,-2%,-3,20

# Compound activity deposited in PubChem by National Center for Advancing Translational Sciences (NCATS).
